# Screening results: PubChem BioAssay, several laboratories
# ROMK mod: ROMK potassium channel modulators, primary screen, cell-based, thallium flux, MLSMR library; ATP-sensitive inward rectifier potassium channel 1 (Homo sapiens), P48048; Tet-inducible ROMK, thallium flux fluorescence; actives lie on both sides; 130,000 tested, 2% active; B-score at 10 µM;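 active = signal ratio slope over the read window, or its plate-corrected B-score, at least 3 SD from the plate mean, either direction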;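 note: B-score of the F/F0 ratio slope over 7 to 12 s after thallium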
# Target sequence (P48048 whole entry, looked up): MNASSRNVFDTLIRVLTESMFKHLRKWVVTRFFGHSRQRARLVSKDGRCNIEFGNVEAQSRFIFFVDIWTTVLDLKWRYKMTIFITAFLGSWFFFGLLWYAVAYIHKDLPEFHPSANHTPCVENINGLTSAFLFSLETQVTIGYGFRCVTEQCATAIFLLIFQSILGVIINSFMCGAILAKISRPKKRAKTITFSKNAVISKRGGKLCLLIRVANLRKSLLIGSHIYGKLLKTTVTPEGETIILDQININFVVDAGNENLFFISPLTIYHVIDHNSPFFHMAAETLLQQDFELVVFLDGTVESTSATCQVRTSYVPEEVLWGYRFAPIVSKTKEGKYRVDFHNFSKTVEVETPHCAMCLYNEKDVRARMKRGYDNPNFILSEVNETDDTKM
# DTT redox prof: compounds producing H2O2 with reducing agent – biochemical, NIH compound library profiling, artefact control for MLSCN library redox annotation, primary screen. DTT-dependent redox cycling H2O2, phenol red/HRP absorbance; 100% = 100 µM peroxide control, 0% = buffer. activation, % at 10 µM. 200,000 tested, 0.03% active;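 active = activation of at least 50% relative to the plate's high and low controls in the primary single-dose screen; inactive = activation below 50%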;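 note: compound incubated with DTT at 0.8 mM final as the reducing agent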
# TLR4 MyD88 comp: inhibitors of TLR4-MyD88 association in cells, primary screen, cell-based, HeLa CL3-4, BLA complementation, FRET ratio; HeLa CL3-4 TLR4/MyD88 BLA complementation; inhibition, % at 8.4 µM; 200,000 tested, 0.18% active; AID 861, 2007; in the data active = inhibition above about 25%;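 note: 0% = vehicle and 100% = reference inhibitor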
# Lmaj promast: Leishmania major promastigote growth inhibition, primary screen. inhibition, % at 10 µM. 200,000 tested, 9% active. Leishmania major promastigotes, resazurin fluorescence viability; in the data active = inhibition above about 50%;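 note: promastigotes grown with compound for 44 hours at 28 °C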
# SRC2 TRFRET art: TR-FRET signal artefacts, primary screen, artefact control for PPARgamma SRC-2 agonist project, biochemical. TR-FRET artefact counter-screen; hits give high values. TR-FRET ratio at 8 µM. 200,000 tested, 0.4% active. AID 1049, 2008; in the data active = TR-FRET ratio above about 2000; note: inactives centre near 1500
# S1P3 antagonist: S1P3 receptor antagonists, primary screen, cell-based | Sphingosine 1-phosphate receptor 3 (Homo sapiens), Q99500 | CHO S1P3 NFAT-BLA reporter, FRET fluorescence, antagonist mode | inhibition, % at 4.98 µM | 170,000 tested, 0.27% active;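 active = inhibition above the plate cutoff, the mean inhibition of test wells on that plate plus 3 SD, cut at about 28% in these data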;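 note: cells challenged with S1P at its EC80 of 0.8 µM; blue over green emission ratio from cleaved BLA substrate after 4 h stimulation; 0% = S1P-stimulated wells and 100% = unstimulated DMSO-only wells; some compounds past the cut are filed as inactive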
# bIAP act: bovine intestinal alkaline phosphatase activators, primary screen, biochemical, bovine IAP, CDP-star luminescence; alkaline phosphatase, intestinal [Bos taurus]; purified bovine IAP, 30 min; hits give high values; fold of DMSO-control signal, blank-subtracted; activation factor at 20 µM; 200,000 tested, 0.17% active;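 active = activation factor of 2 or more at 20 µM, a signal rise over negative controls twice the positive control's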
# PPARg SRC3 recr: PPARgamma agonists recruiting SRC-3 coactivator, primary screen, biochemical; activation, % at 8 µM; biochemical PPARgamma/SRC-3 coactivator recruitment assay; Peroxisome proliferator-activated receptor gamma (Homo sapiens), P37231; AID 731, 2007; 200,000 tested, 0.26% active; in the data active = activation above about 23%;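 note: 0% = DMSO and 100% = reference agonist; some compounds past the cut are filed as inactive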
# Target sequence (P37231 whole entry, looked up): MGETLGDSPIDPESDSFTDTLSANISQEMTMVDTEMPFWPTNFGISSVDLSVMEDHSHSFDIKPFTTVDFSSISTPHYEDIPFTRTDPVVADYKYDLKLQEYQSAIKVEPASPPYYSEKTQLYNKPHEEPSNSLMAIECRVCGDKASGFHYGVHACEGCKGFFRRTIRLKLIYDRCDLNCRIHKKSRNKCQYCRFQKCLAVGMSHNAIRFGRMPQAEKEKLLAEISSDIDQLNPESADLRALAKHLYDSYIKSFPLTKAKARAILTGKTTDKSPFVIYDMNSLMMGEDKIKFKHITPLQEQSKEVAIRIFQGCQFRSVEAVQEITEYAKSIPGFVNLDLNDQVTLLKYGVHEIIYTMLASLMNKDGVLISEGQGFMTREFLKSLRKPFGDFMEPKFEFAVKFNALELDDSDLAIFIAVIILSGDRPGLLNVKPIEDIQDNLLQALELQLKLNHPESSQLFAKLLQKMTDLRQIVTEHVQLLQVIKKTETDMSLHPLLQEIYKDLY
# PPARg SRC1 recr: PPARgamma agonists recruiting SRC-1 coactivator, primary screen, biochemical. activation, % at 8 µM. PPARgamma-SRC-1 coactivator recruitment biochemical assay. AID 631, 2007. 200,000 tested, 0.41% active. Peroxisome proliferator-activated receptor gamma (Homo sapiens), P37231; in the data active = activation above about 19%;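 note: 0% = DMSO and 100% = reference agonist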
# bIAP inh: bovine intestinal alkaline phosphatase inhibitors, primary screen, selectivity assay for TNAP inhibitor project, biochemical, bovine IAP, CDP-star luminescence; 190,000 tested, under 10 active; alkaline phosphatase, intestinal [Bos taurus]; inhibition, % at 20 µM; purified bovine IAP, 30 min; AID 1019, 2008;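 active = over 50% inhibition of intestinal alkaline phosphatase at 20 µM in the single-dose screen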
#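 Incubation: 30 min reaction at room temperature / Material: purified bovine intestinal alkaline phosphatase (IAP) enzyme / Input: enzyme at 1/65,000,000 dilution / Dosing: 20 µM single dose / Signal: CDP-star luminescence signal / Reagent: CDP-star chemiluminescent phosphatase substrate, 30 µM final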
# PPARg SRC-2 ag: agonists of PPARg-SRC-2 recruitment, primary screen, biochemical, HTS; Peroxisome proliferator-activated receptor gamma (Homo sapiens), P37231; PPARgamma LBD-SRC-2 recruitment; activation, % at 8 µM; 200,000 tested, 0.34% active; in the data active = activation above about 22%;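 note: 0% = vehicle and 100% = reference agonist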
# The depositor's hits bear a star; · = no result given.
SMILES,ROMK mod,DTT redox prof,TLR4 MyD88 comp,Lmaj promast,SRC2 TRFRET art,S1P3 antagonist,bIAP act,PPARg SRC3 recr,PPARg SRC1 recr,bIAP inh,PPARg SRC-2 ag
Cc1cc([N+](=O)[O-])nn1CCC(=O)Nc1nccs1,0.48,-1.1,1,-6,1575,-10,1,1,6,-4,0
COc1cc(S(=O)(=O)N2CCC(c3nc4ccccc4s3)CC2)ccc1S(=O)(=O)NC1CCCC1,-0.32,-0.1,-5,-5,1460,·,1.1,18,-1,-14,14
Cc1c(Cl)cnc(NC(=O)COC(=O)c2cccc(S(=O)(=O)N3CCc4ccccc4C3)c2)c1Cl,-0.24,0.0,8,21,1383,-4,1,1,-1,-1,-1
Cn1c(NCCCN2CCOCC2)nc2c1c(=O)n(Cc1ccc(Cl)cc1Cl)c(=O)n2C,0.83,-0.3,9,90*,1525,-36,1,8,3,3,-3
CCOC(=O)C(NC(=O)c1ccccc1)=C1C=C(C)OC(C)=C1,0.0053,-0.2,-14,-4,1709,-37,0.9,1,6,10,2
COc1cccc(NC(=O)Cn2c(SCC(=O)N3CCOCC3)nc3ccccc32)c1,·,2.0,9,-1,1753,-1,1.2,10,2,-22,2
COc1cc2c(cc1OC)-c1nnc(-c3cccs3)n1C(C)(C)C2,·,-0.1,-7,30,1461,12,·,20,2,·,4
CCOC(=O)C1(S(=O)(=O)c2ccc(Cl)cc2)CCN(Cc2ccccc2)CC1,·,-4.7,5,29,1804,·,0.9,3,0,7,4
O=S(=O)(NC1CCCCC1NCc1ccco1)c1ccc(Cl)cc1 (stereo not drawn),·,1.6,-5,12,1481,-6,1,-7,0,-3,-4
CS(=O)(=O)N1CCc2cc(NC(=O)c3ccc(Cl)cc3Cl)ccc21,-0.033,-1.9,4,-1,1616,0,0.9,2,9,6,-4
Cc1noc(C)c1C(=O)NCc1ccco1,-0.26,-0.4,4,-2,1569,31,0.9,8,1,6,7
CCCCn1c(-c2csc3ccccc23)n[nH]c1=S,-1.4,0.2,7,-15,1668,·,1.2,15,2,-17,6
O=C(CCl)NCCN1C(=O)S/C(=C\c2cccnc2)C1=O,0.097,-0.3,5,46,1499,-13,1.2,-1,-3,-18,3
Cc1cc(C)nc(SCc2ccc(C(=O)N/N=C/c3ccc(C(=O)O)cc3)cc2)n1,0.37,-0.6,0,-3,1713,-13,1,4,8,-4,4
Oc1cccc2c(NC(=S)Nc3ccc(SC(F)F)cc3)cccc12,0.65,0.1,-7,-3,1553,-3,1.1,0,14,-11,15
Cc1cc(NS(=O)(=O)c2ccc(NC(=O)Cc3cccs3)cc2)no1,·,1.0,-7,-8,1590,-14,0.9,-1,-3,10,6
COc1ccc(C(=O)C2CCCN(C(=O)c3cccnc3OC)C2)cc1F (stereo not drawn),0.32,-1.1,7,21,1535,5,1.1,3,5,-12,0
CC(NS(=O)(=O)c1ccc([N+](=O)[O-])cc1)C(=O)NN (stereo not drawn),1.5,-0.6,-4,-10,1577,-11,1,0,4,-1,2
COc1ccccc1/C=C/C=N/NC(=O)c1ccncc1,0.3,0.0,-16,-2,1727,-4,1,3,-3,0,3
CC[N+](CC)(CCCCS(=O)(=O)[O-])CCNP1(=O)C=C(c2ccccc2)OC(c2ccccc2)=C1,1.2,-2.2,-13,-1,1546,-7,1,1,-3,-5,10
CC(=O)N(c1ccccc1)c1nc(/C=C/C(=O)O)cs1,0.24,-1.5,-1,-3,1544,-3,1,1,1,-3,2
Cn1cccc1C(=O)OCc1cc(Cl)cc2c1OCOC2,-0.23,1.6,-2,3,1662,17,1,0,13,-1,9
Cc1nn(-c2ccccc2)c2c1C(c1cccc([N+](=O)[O-])c1)N(c1ccccc1)C(=O)N2 (stereo not drawn),-0.27,-0.2,-15,0,1576,10,0.9,7,7,5,8
CCc1c(C)nc(N)n2c(SCC(=O)Nc3ccccc3OC)nnc12,0.21,2.5,-7,-1,1626,1,1,7,7,4,-3
Cc1cc(C)n(CC(=O)N/N=C/c2ccc([N+](=O)[O-])s2)n1,-0.62,0.2,8,99*,1658,-3,0.9,4,2,13,-4

# Part of the list above, with two lines to a compound:
# Second line of a record: ROMK mod | DTT redox prof | TLR4 MyD88 comp | Lmaj promast | SRC2 TRFRET art | S1P3 antagonist | bIAP act | PPARg SRC3 recr | PPARg SRC1 recr | bIAP inh | PPARg SRC-2 ag
- CC(NS(=O)(=O)c1ccc([N+](=O)[O-])cc1)C(=O)NN (stereo not drawn)
  1.5 | -0.6 | -4 | -10 | 1577 | -11 | 1 | 0 | 4 | -1 | 2
- COc1ccccc1/C=C/C=N/NC(=O)c1ccncc1
  0.3 | 0.0 | -16 | -2 | 1727 | -4 | 1 | 3 | -3 | 0 | 3
- CC[N+](CC)(CCCCS(=O)(=O)[O-])CCNP1(=O)C=C(c2ccccc2)OC(c2ccccc2)=C1
  1.2 | -2.2 | -13 | -1 | 1546 | -7 | 1 | 1 | -3 | -5 | 10
- CC(=O)N(c1ccccc1)c1nc(/C=C/C(=O)O)cs1
  0.24 | -1.5 | -1 | -3 | 1544 | -3 | 1 | 1 | 1 | -3 | 2
- Cn1cccc1C(=O)OCc1cc(Cl)cc2c1OCOC2
  -0.23 | 1.6 | -2 | 3 | 1662 | 17 | 1 | 0 | 13 | -1 | 9
- Cc1nn(-c2ccccc2)c2c1C(c1cccc([N+](=O)[O-])c1)N(c1ccccc1)C(=O)N2 (stereo not drawn)
  -0.27 | -0.2 | -15 | 0 | 1576 | 10 | 0.9 | 7 | 7 | 5 | 8
- CCc1c(C)nc(N)n2c(SCC(=O)Nc3ccccc3OC)nnc12
  0.21 | 2.5 | -7 | -1 | 1626 | 1 | 1 | 7 | 7 | 4 | -3
- Cc1cc(C)n(CC(=O)N/N=C/c2ccc([N+](=O)[O-])s2)n1
  -0.62 | 0.2 | 8 | 99* | 1658 | -3 | 0.9 | 4 | 2 | 13 | -4

# Next entries follow.
SMILES,ROMK mod,DTT redox prof,TLR4 MyD88 comp,Lmaj promast,SRC2 TRFRET art,S1P3 antagonist,bIAP act,PPARg SRC3 recr,PPARg SRC1 recr,bIAP inh,PPARg SRC-2 ag
COc1ccc(/C(O)=C2/C(=O)C(=O)N(CC3CCCO3)C2c2ccc(O)c(OC)c2)cc1 (stereo not drawn),1.6,-0.5,7,-1,1693,5,1.1,1,10,-13,4
CCOC(=O)c1c(-c2ccc(C)s2)csc1NC(=O)c1cccs1,·,2.4,-6,-2,1498,·,0.8,-8,7,17,-1
CC(=O)Nc1ccc(N2C(C(C)=O)=NN(c3ccccc3)C2c2cccs2)cc1 (stereo not drawn),·,2.3,20,3,1578,·,0.9,7,9,11,9
O=c1c2c(nc3c(-c4cccc5ccccc45)c[nH]n13)CCC2,·,1.9,1,-5,1624,-9,1.1,10,1,-11,14
CC1(C)NC(=O)N(CCCOc2ccccc2Br)C1=O,·,0.3,1,-2,1393,·,1,-2,0,1,-9
Cc1ccc(C)c(NC(=O)c2sc(Cl)nc2-c2ccccc2)c1,-0.96,0.2,-12,26,1597,·,0.7,0,5,28,11
CCN(CC)S(=O)(=O)c1ccc(C(=O)NC(C)(C)C)cc1,0.013,-0.8,-14,8,1352,-10,1.1,3,-4,-6,-3
Cc1cc(C=C2C(=O)c3ccccc3C2=O)c(C)n1-c1cccc(C(=O)O)c1,-0.42,0.7,6,-5,1637,5,0.7,3,0,27,3
CN1/C(=C/C=C(C#N)C#N)C(C)(C)c2ccccc21,·,-0.1,-5,0,1525,1,1,3,1,1,-3
O=S(=O)(Cc1cc(-c2ccc(Cl)cc2)no1)c1ccccc1,·,-4.3,-5,1,1603,·,0.9,12,2,10,10
CCOc1ccc(-n2c(COc3ccc(C)cc3)nnc2SCC(N)=O)cc1,1.1,-0.9,1,-4,1609,-36,1.1,4,-4,-15,4
CC(C)(C)NC(=O)Nc1ccccc1C(N)=O,0.4,1.0,-14,-4,1441,-27,1.1,-6,2,-6,3
COc1ccc(CC(=O)OCC(=O)N2N=C(c3ccccc3)CC2c2ccc(OC)cc2)cc1 (stereo not drawn),-0.65,-0.2,5,25,1405,-1,1,-1,-8,-1,-7
N#Cc1cc(Sc2ccccn2)c([N+](=O)[O-])cc1C#N,0.069,-0.5,7,11,1947,1,0.8,6,6,24,16
C=CCn1c(SCC(=O)O)nc2sc(CC)cc2c1=O,-0.21,0.0,5,-6,1481,3,1.1,3,7,-7,1
COc1cc(/C=C2\SC(=O)N(CCN)C2=O)ccc1OS(=O)(=O)c1cc(C)ccc1C,-1.3,-1.6,4,100*,1632,-30,0.9,0,0,7,-2
CCOc1ccc(NC(=O)CSc2nnc(C)n2Cc2ccccc2)cc1,-0.34,2.0,5,-6,1486,·,1,11,-4,0,1
O=c1[nH]c2cccnc2n(CCNc2ncc(C(F)(F)F)cc2Cl)c1=O,0.62,10,9,-5,1587,-11,1,2,2,-2,1
O=C(c1cc(-c2ccccn2)nc2ccc(Cl)cc12)N1CCN(CCc2ccccc2)CC1,-0.77,-0.2,7,11,1435,-10,1.1,0,-7,-8,1
C=CCNC(=O)/C(C#N)=C/c1ccccc1OCc1ccc(C(=O)OC)cc1,·,0.5,1,15,1579,-3,1,-6,7,3,1
CC(C)C(=O)Nc1cccc(C(=O)Nc2ccc3c(c2)OCO3)c1,-0.048,1.8,-6,1,1631,23,0.9,1,6,9,12
CCOC(=O)Cn1nc(C)c(NC(=O)c2cccc([N+](=O)[O-])c2)c1C,-0.53,0.2,9,-8,1630,-3,1.2,1,-1,-24,-1
CC(=O)Nc1ccc(NC(=O)Cc2ccc(S(=O)(=O)N3CCCCC3)s2)cc1,1.4,-0.7,9,0,1635,-17,1,3,1,0,8
CCCn1c(=O)[nH]c(=O)c2c(C(F)(F)F)cc(-c3ccc(C)cc3)nc21,0.39,-0.7,-4,13,1726,-23,1,2,5,-4,0
O=C(c1ccccc1)N(NC(=O)C(O)(c1ccccc1)c1ccccc1)c1cccc(F)c1,·,-0.1,0,8,1859,9,0.8,3,3,23,0
O=[N+]([O-])c1cccc(/C=N/Nc2nc(N3CCCCC3)nc(N3CCCCC3)n2)c1,·,0.7,-6,76*,1701,12,1,1,6,3,1
CCOCCCNc1nc2c(c(=O)n(C)c(=O)n2C)n1CCCc1ccccc1,·,2.1,0,3,1572,-13,1,-2,0,1,1
